Screens (PubChem BioAssay)
mcGAS lum: inhibitors of mouse cGAS; recombinant cGAS, Kinase-Glo ATP depletion luminescence; inhibition, % at 12.5 µM; AID 1259399; Q8C6L5; 0.15% of 160,000 active;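 further: 0% = negative control wells and 100% = reference inhibitor with no enzyme activity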
hcGAS inh: blocks human cGAS activity | Q8N884 | recombinant h-cGAS, ATP depletion, Kinase-Glo luminescence | inhibition, % at 12.5 µM | 0.081% of 290,000 active;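 further: 0% = vehicle reaction and 100% = reaction without DNA for no activity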
Target sequence (Q8N884 whole entry, looked up): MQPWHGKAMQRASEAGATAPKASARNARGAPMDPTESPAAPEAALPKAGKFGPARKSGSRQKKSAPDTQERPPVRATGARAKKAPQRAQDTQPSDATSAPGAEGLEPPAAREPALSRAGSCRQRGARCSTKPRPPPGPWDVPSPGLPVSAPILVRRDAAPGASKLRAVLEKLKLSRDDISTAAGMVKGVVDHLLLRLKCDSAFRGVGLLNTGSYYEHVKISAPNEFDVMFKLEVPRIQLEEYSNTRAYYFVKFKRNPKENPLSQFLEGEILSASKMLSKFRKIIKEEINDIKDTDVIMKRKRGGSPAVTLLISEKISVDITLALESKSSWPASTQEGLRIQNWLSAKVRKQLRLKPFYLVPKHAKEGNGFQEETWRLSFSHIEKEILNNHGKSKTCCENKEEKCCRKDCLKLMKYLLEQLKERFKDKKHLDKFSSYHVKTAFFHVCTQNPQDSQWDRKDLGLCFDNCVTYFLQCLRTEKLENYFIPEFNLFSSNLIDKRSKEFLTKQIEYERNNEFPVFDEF
NPYLR7 ag: activates Aedes aegypti NPYLR7 receptor; activation, % at 10 µM; 0.15% of 270,000 active; HEK293T NPYLR7/Galpha15, GCaMP6s calcium fluorescence; AID 1259423; in the data active means activation above about 40%;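 further: 0% = vehicle and 100% = reference agonist at the receptor; some compounds past the cut are filed as inactive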
The depositor's hits bear a star; nt = no result given; & = joins results of further samples. Unless noted, no stated cut-off is given here; in the data, active means inhibition above about 40%; inactive means the rest.

Fields: mcGAS lum, hcGAS inh, NPYLR7 ag
> COCCNc1cnn(-c2ccccc2)c(=O)c1Cl
    -5, -20, 13
> COc1ccccc1CCNC(=O)c1cncn1-c1ccc(-c2cc(C)cc(C)c2)cc1
    -7, -7, 1
> Cc1nn(-c2ccccc2)c(C)c1C=NNC(=O)CCc1c(C)n[nH]c1C
    -7, -4, -4
> Cc1ccc(OCC(=O)N2CCC(n3c(-c4ccccc4)nc4ccc(F)cc43)CC2)cc1
    -7, -2, 17
> CCn1ncnc1C(C)NC(=O)Cc1cc(C)no1 (configuration not stated)
    -15, -5, 2
> CCN(C(C)=O)C1CCN(C(=O)CCn2c(C)cc3ccccc32)C1 (configuration not stated)
    -11, -6, 8
> COc1cccc(CN2CCCC3(CCN(S(=O)(=O)N(C)C)C3)C2=O)c1 (configuration not stated)
    nt, -2, 4
> CCc1cc(N2CCN(c3cccc(C(F)(F)F)c3)CC2)nc(SCc2ccc(C(=O)O)cc2)n1
    -3, 1, 1
> CN1CCCC2(CCN(C(=O)c3cc4sccc4[nH]3)C2)C1=O (configuration not stated)
    nt, 4, 1
> O=C(c1cnn(Cc2ccccc2)c1)N1CCCC(Nc2ccc3c(c2)OCCO3)C1 (configuration not stated)
    nt, -6, 20
> Cc1nc(SCC(=O)N(C)C2CCCCC2)c2c3c(sc2n1)CCC3
    nt, -4, -3
> COc1cc(Cn2c3ccc(NC(=O)CCc4ccc(O)cc4)cc3c(=O)n2C)ccc1F
    -6, -4, 8
> O=C(c1cc(F)cc(F)c1)N1CCN(Cc2cccc(-c3noc(-c4cccc(C(F)(F)F)c4)n3)c2)CC1
    -3, -5, 36
> OCC1CCN(c2ccc(CNc3nccc(C(F)(F)F)n3)cc2)CC1
    -3, 0, 11
> Cc1ccc(C(=O)N(CCN2CCCCC2)CC(=O)N(CCc2ccccc2)Cc2ccc(C)o2)cc1
    -5, -3, 1
> Cc1cc(NC(=O)/C=C/c2csc(C)n2)n(-c2ccccc2)n1
    nt, -5, 10
> CCCCN(Cc1ccco1)C(=O)c1cc(=O)n(C)c(=O)n1C
    -15, -1, 2
> C=CCn1c(SCC(=C)C)nc2c1c(=O)[nH]c(=O)n2C
    -7, -5, nt
> CCN(CC)C(=O)CSc1ncnc2c1nnn2CC
    nt, -6, 0
> COc1cccc(NC(=O)CN(C)C(=O)c2cccn2C)c1
    nt, 3, -1
> CC(C)NCCN1C(=O)C(C)SC1c1ccc(F)cc1 (configuration not stated)
    -6, -4, -2
> Cc1[nH]c2ccccc2c1C=Nc1ccccc1C(=O)Nc1ccccc1
    nt, -2, -4
> CCS(=O)(=O)N1CCN(c2ccc(Nc3cc(C)ccn3)nn2)CC1
    nt, -9, 11
> COc1ccc(C2C(=O)c3ccccc3C2=O)cc1
    nt, 6, -15
> CN(C)C(=O)c1cncc(N2CCCC(N(C)Cc3ccccc3)C2)n1 (configuration not stated)
    -4, -1, nt
> Cc1cc(N(C)C2CCCCC2)nc(SCc2cccc(C(=O)N3CCCC3)c2)n1
    -5, -7, 6
> CCCc1nc(CNC(=O)C2COc3ccccc3O2)cs1 (configuration not stated)
    -10, -6, 8
> O=C1CNC(=O)N1Cc1nc(Cc2ccccc2)n[nH]1
    -10, -1, 16
> N#Cc1ccccc1CN(Cc1cccn1Cc1cccc(C(F)(F)F)c1)C1CCCCC1
    -4, -4, -2
> CSc1nc2nc(C)c(CC(=O)NC(C)CCc3ccccc3)c(C)n2n1 (configuration not stated)
    nt, -3, -5
> CCC(=O)c1cccc(-c2ccc(CN(C)C)cc2)c1
    -14, -6, 6
> Cc1ccc(Nc2nc(NCC3CCCO3)nc3[nH]ncc23)cc1 (configuration not stated)
    nt, -10, 4
> COc1cccc(C(=O)N(Cc2ccco2)Cc2nccn2Cc2cccc(C(F)(F)F)c2)c1
    -9, -7, 23
> CCCNC(=O)Cn1nc2c(c1NC(=O)COc1ccc(C(C)C)cc1)CSC2
    -12, -9, -12
> c1ccc(C2CN(C3CC3)CCN2)cc1 (configuration not stated)
    nt, -6, -3
> CN(Cc1ccc(Cl)cc1Cl)Cn1ccn(C)c1=S
    nt, -4, 9
> Cn1ncc2c(=O)n(CC(=O)Nc3ccccc3Br)cnc21
    -7, -3, 8
> COc1cc(/C=C2\C(=O)N(c3cccc(Cl)c3)N=C2C)ccc1OCc1ccccc1
    -4, -4, 9
> C=CC(C)(C)C12Nc3c(ccc4c3OC(C)(C)C=C4)C1(O)CC1C(=O)N3CCCC3C(=O)N12 (configuration not stated)
    -7, -3, -4
> CS(=O)(=O)c1ccc(S(=O)(=O)N2CCC(c3c[nH]c4ccc(F)cc34)CC2)cc1
    -6, -7, 14
> Cc1cc(=O)[nH]c(-n2nc(C3CC3)cc2NC(=O)COc2ccc(Cl)cc2)n1
    nt, -10, 3
> O=C1CCC(CCC(=O)N2CCN(c3ccccc3F)CC2)(Cc2ccc3ccccc3c2)N1 (configuration not stated)
    -12, -6, 4
> c1ccc(C2NCCn3cccc32)nc1 (configuration not stated)
    -8, -6, 2
> Cc1nn(-c2ccc(F)cc2)c2nc(Cc3ccccc3)nc(N3CCCN(C(=O)N(C)C)CC3)c12
    -9, -4, -8
> CSc1ccc(-c2nccn2CCC2CCCN2C)cc1 (configuration not stated)
    -12, -8, 31
> CCOc1ccc2ccccc2c1C(=O)N1CCC1(C)C(=O)NC(C)C (configuration not stated)
    -1, -2, -7
> CC(c1ccc2ccccc2c1)N(C)C(=O)CCc1cc(=O)[nH]o1 (configuration not stated)
    nt, -5, 3
> COc1ccc(S(=O)(=O)N(CC(=O)NCc2ccco2)c2ccc(C)cc2)cc1OC
    1, 4, -21
> COc1ccc(C)c2sc(N(CCN(C)C)C(=O)CCS(=O)(=O)c3ccc(F)cc3)nc12
    -9, -3, 0
> CCOC(=O)C1CCN(C(=O)c2c(-c3c(F)cccc3Cl)noc2C)CC1
    nt, -3, 10

Going on with the list.
Fields: mcGAS lum, hcGAS inh, NPYLR7 ag
> O=C(NCCc1ccccc1Cl)C1CCC(=O)N(C2CCCCCC2)C1 (configuration not stated)
    nt, -4, 5
> CCCCOc1ccc(C(=O)Nc2cccc(C3SCC(=O)N3c3ccc(F)cc3)c2)cc1 (configuration not stated)
    0, 3, 2
> O=C(Cn1cnc2c(cnn2C2CCS(=O)(=O)C2)c1=O)c1ccc(F)cc1 (configuration not stated)
    nt, -11, 6
> CCn1ncnc1C(C)NC(=O)c1cc2ccccc2oc1=O (configuration not stated)
    -7, -3, -2
> CCN(Cc1noc(C)n1)C(=O)c1cc(CC(C)C)nn1C
    -8, -4, -7
> CCCCc1nc(Cl)c(CN2C[C@H](N)C[C@H]2C(=O)NC)[nH]1
    nt, -5, 2
> COc1cc(NC(=O)N2Cc3cnc(Nc4ccc(Oc5ccccc5)cc4)nc3C2)cc(OC)c1OC
    -3, -7, -4
> COc1ccc(-c2cc(CC(=O)NC(C)C)no2)cc1OC
    -8, -8, 7
> O=S(=O)(NCc1ccc2c(c1)OCO2)c1cnc[nH]1
    nt, 2, -6
> CCNC(=O)Nc1ccc(N(C)C)c(CN(Cc2ccco2)C(=O)C2CC2)c1
    0, 0, -8
> CCC(=O)N(C)C(Cc1ccc(F)cc1F)C1CCN(C(=O)c2cc3cc(F)ccc3[nH]2)CC1 (configuration not stated)
    -12, -8, 17
> Fc1cccc(C2(c3nc(-c4cnccn4)no3)CCC2)c1
    nt, -6, 8
> CCCCOc1ccc(-c2cc3c(=O)n(CC(=O)NCCc4ccccc4)ccn3n2)cc1
    -9, -6, 3
> CC1C=CCC2C(=O)N(c3ccc(Oc4ccc(Cl)cc4)cc3)C(=O)C12 (configuration not stated)
    -6, -7, 3
> C=C(Br)Cn1cnc2ccccc21
    nt, -5, 1
> CC(C)COC(=O)C1C2C=CC3(CN(Cc4ccco4)C(=O)C13)O2 (configuration not stated)
    nt, -9, 4
> COc1ccc(S(=O)(=O)N2CCCC(C)C2)cc1N1CCN(S(=O)(=O)c2cccc(Cl)c2Cl)CC1 (configuration not stated)
    -7, -9, 17
> CS(=O)(=O)N1CCC(Cc2cccc(C(=O)O)c2)C1 (configuration not stated)
    nt, -6, -13
> Cc1ccc(S(=O)(=O)Nc2ccc(-c3ccc(=O)n(C)n3)cc2)s1
    -11, -11, 3
> CC(=O)c1c(C)[nH]c(C(=O)NCC2CCCO2)c1C (configuration not stated)
    nt, -8&-7, 7&-7
> Cc1ccc(C(=O)NC=C(C#N)C#N)cc1
    -5, -1, 1
> CC(=O)NNc1nc(-c2ccccc2)c2cc(Br)ccc2n1
    nt, -5, -4
> CCOc1ncccc1-c1cnc(-n2cnnc2)c(C)c1
    nt, -5, 0
> Cc1ccc2nc(N(CCCn3ccnc3)C(=O)c3ccc4c(c3)OCCO4)sc2c1
    -9, -6, -13
> CC(C)(C)Sc1ccc2nn(CC(=O)Nc3ccc(F)cc3)c(=O)n2n1
    -7, -10, nt
> CC(O)c1cccc(-c2cc(N)nc3[nH]ccc23)c1 (configuration not stated)
    nt, -1, 12
> CC(C)Cn1c(CN(CC2CCC2)CC2CCCO2)cnc1S(C)(=O)=O (configuration not stated)
    nt, 0, -3
> O=C(CC1CSc2nc3c(cnn3-c3ccc(F)cc3)c(=O)n21)Nc1nccs1 (configuration not stated)
    -7, -13, 3
> O=C(Cc1ccccc1)N(Cc1ccccn1)c1nc2c(F)cc(F)cc2s1
    -9, -5, 3
> Cc1ccccc1CNCCN(C)C
    nt, -1, 3
> CSc1nc(S(=O)(=O)c2ccc(Cl)cc2)c(Cl)s1
    nt, -2, 5
> CCCn1cc2c(c1-c1ccccc1)c(=O)n(C)c(=O)n2C
    nt, -4, -11
> CCOC(=O)CNC(=O)Cn1c(-c2ccc(-c3cccs3)s2)nc(C)c1C
    nt, -15, 12
> CCOC(=O)C1CCN(C(=O)c2csc(CSc3nnc(-c4cccnc4)n3-c3cc(Cl)ccc3C)n2)CC1
    -3, 1, 7
> CC(C(N)=O)N(C)Cc1ccc(Cl)cc1Cl (configuration not stated)
    -2, -4, -1
> Cc1nc(SCC(=O)NC2CCCCCCC2)sc1CC(N)=O
    nt, -9, 10
> O=C1c2ccc([N+](=O)[O-])cc2C(=O)N1CNc1ccccn1
    1, 3, -11
> COCC(C)NS(=O)(=O)c1ccc(C(=O)NC2CCSc3ccccc32)cc1 (configuration not stated)
    nt, -6, -3
> O=C(Nc1cccc(C(F)(F)F)c1)c1cccnc1Oc1cccc([N+](=O)[O-])c1
    -3, -4, -9
> COc1ccc(C)c2sc(N(Cc3cccnc3)C(C)=O)nc12
    -7, -5, -17
> Cn1cc(C(CC(=O)O)c2cccc(F)c2)c2ccccc21 (configuration not stated)
    nt, 2, -6
> CC(C#N)(NC(=O)CN1CCCC1CCc1ccccc1)C1CC1 (configuration not stated)
    nt, 0, 4
> O=C(CC1CSc2nc3[nH]ncc3c(=O)n21)Nc1ccc(F)c(Cl)c1 (configuration not stated)
    nt, -4, 1
> Cc1ccc(-c2ccc(=O)n(CCCNS(=O)(=O)c3cccs3)n2)cc1
    nt, -6, -1
> Clc1ccc(Nc2nc(Cl)nc(N3CCOCC3)n2)nc1
    7, -1, 11
> CCN(CC)C(=O)Oc1ccc2c(ccn2Cc2ccc(C(F)(F)F)cc2)c1-c1ccc(F)cc1
    2, 2, 14
> Cn1ncc(C(=O)N2CCOCC2)c1C1CCN(C(=O)OC(C)(C)C)CC1
    -1, 1, nt
> CN(CCCn1cccn1)Cc1ccccn1
    nt, -4, -5
> CC1(C)CC2CC(C)(CN2C(=O)C2CCN(S(=O)(=O)c3cccs3)CC2)C1 (configuration not stated)
    -5, -1, 2
> Cc1ccc(C)c(CS(=O)Cc2cc(C)no2)c1 (configuration not stated)
    nt, -7, 10
